STK33 kinase inh: human STK33 kinase inhibition | Q9BYT3 | purified STK33, MBP phosphorylation, ADP-Glo luminescence | inhibition, % at 10 µM | 320,000 compounds, 0.073% hits | AID 2661;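 active = inhibition at or above 25%, using the most active replicate where run in duplicate; inactive = inhibition below 25%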
Target sequence (Q9BYT3 whole entry, looked up): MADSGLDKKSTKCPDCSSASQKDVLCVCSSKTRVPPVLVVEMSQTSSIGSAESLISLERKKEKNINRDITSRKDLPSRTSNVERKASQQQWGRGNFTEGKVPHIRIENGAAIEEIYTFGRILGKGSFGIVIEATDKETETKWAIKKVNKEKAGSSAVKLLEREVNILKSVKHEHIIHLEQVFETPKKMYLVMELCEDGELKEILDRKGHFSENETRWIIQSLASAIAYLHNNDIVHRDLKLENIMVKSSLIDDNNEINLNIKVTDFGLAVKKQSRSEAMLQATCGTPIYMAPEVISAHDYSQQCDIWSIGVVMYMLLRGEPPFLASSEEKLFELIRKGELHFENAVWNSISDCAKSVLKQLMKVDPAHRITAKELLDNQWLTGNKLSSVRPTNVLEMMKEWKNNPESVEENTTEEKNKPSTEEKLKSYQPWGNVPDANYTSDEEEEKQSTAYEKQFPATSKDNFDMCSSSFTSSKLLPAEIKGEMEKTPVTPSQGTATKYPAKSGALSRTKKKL
Kir21 block: Kir2.1 (mouse) channel inhibition | P35561 | HEK293-Kir2.1, FluxOR thallium flux fluorescence; stronger effect = lower value | 310,000 compounds, 0.85% hits | B-score at 10 µM | AID 1672;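 active = fluorescence ratio B-score at or below minus 3 SD of library scores, with starting-brightness B-score within 2 SD, cut at about -4.2 in these data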;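 also: channel flux triggered by added potassium and thallium sulfate stimulus; B-score of peak minus minimum fluorescence over baseline after thallium stimulus; more negative B-score means stronger Kir2.1 block with less thallium influx; some compounds called inactive have numbers as strong as hits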
Target sequence (P35561 whole entry, looked up): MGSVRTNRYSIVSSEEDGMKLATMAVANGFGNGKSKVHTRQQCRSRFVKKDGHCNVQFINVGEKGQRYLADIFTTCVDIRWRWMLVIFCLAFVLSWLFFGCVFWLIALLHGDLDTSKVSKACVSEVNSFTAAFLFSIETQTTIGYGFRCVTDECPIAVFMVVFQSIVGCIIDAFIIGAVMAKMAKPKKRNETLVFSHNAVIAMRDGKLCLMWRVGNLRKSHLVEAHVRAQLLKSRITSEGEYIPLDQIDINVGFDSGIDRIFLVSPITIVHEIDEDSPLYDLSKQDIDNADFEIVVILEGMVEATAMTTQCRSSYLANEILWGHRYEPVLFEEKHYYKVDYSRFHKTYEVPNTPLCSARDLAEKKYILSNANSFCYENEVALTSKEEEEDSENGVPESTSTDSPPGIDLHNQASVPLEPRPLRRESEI
KCNQ2 block: KCNQ2 channel blockers in CHO-K1 cells – cell-based, FluxOR thallium flux, B-score, primary screen (AID 2156); O88943; 20 min; stronger effect = lower value; B-score at 10 µM; 310,000 compounds, 1.1% hits;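 active = fluorescence ratio B-score at most minus 3 library SDs, with starting brightness B-score within 2 library SDs, cut at about -5.5 in these data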
* = called active by the depositor. This is a random part of the collection; any-hit rate near 1.9%.

How did COC(=O)c1ccc(C(=O)OC)c(NC(=S)N2CCCC(C)C2)c1 (stereo not given) do in these assays?
STK33 kinase inh: -0.7; Kir21 block: 0.01; KCNQ2 block: inactive

Results for COc1ccc(-c2[nH]c(-c3ccc(F)cc3)nc2SCC(=O)NCc2ccco2)cc1OC ?
STK33 kinase inh: 0.2; Kir21 block: -0.24; KCNQ2 block: inactive

How did Cc1ccc2c(c1)C(=O)C(=O)N2CC1COc2ccccc2O1 (stereo not given) do in these assays?
STK33 kinase inh: -0.7; Kir21 block: 0.52; KCNQ2 block: inactive

How did c1cncc(-c2nnc3sc(-c4ccco4)nn23)c1 do in these assays?
STK33 kinase inh: -0.6; Kir21 block: 0.67; KCNQ2 block: inactive

Results for Cc1cccc(Nc2nnc(SCC(=O)Nc3ccccc3[N+](=O)[O-])s2)c1C ?
STK33 kinase inh: 0.7; Kir21 block: 0.12; KCNQ2 block: inactive

What do the screens show for `C=CCOC(=O)C(=O)/C=C/c1coc2ccccc2c1=O`?
STK33 kinase inh: -1.6; Kir21 block: 0.32; KCNQ2 block: inactive

How did CCOC(=S)N/C(=N\S(=O)(=O)c1ccc(C)cc1)c1ccccc1 do in these assays?
STK33 kinase inh: -0.5; Kir21 block: -0.21; KCNQ2 block: inactive

What do the screens show for `O=C(Nc1c(S(=O)(=O)c2ccccc2)csc1Br)c1ccccc1Cl`?
STK33 kinase inh: 0.0; Kir21 block: 0.17; KCNQ2 block: inactive

How did O=C(Cn1cc2c(n1)CCCCC2)N1CCCCC1 do in these assays?
STK33 kinase inh: -1.5; Kir21 block: -0.58; KCNQ2 block: inactive

How did CC1(C)CC(=O)C=C(NCCN2CCN(C(=S)Nc3ccc(F)cc3)CC2)C1 do in these assays?
STK33 kinase inh: -0.4; Kir21 block: -1.3; KCNQ2 block: inactive

Results for Cc1cc2oc(C(=O)NCc3ccccc3)cc(=O)c2cc1C ?
STK33 kinase inh: 0.8; Kir21 block: -0.19; KCNQ2 block: inactive

What do the screens show for `CC1CCc2c(sc(NC(=O)c3cccs3)c2C(=O)O)C1` (stereo not given)?
STK33 kinase inh: 0.8; Kir21 block: 0.26; KCNQ2 block: inactive

How did Cc1csc(N2CCCC2=O)n1 do in these assays?
STK33 kinase inh: 0.2; Kir21 block: 0.3; KCNQ2 block: inactive

What do the screens show for `CC(C)Oc1ccc(C2NC(=O)c3ccccc3O2)cc1` (stereo not given)?
STK33 kinase inh: 0.2; Kir21 block: -0.89; KCNQ2 block: inactive

How did C/C(CC(=O)Nc1ccc(N(C)C)cc1)=N\NC(=O)c1ccc(Cl)cc1 do in these assays?
STK33 kinase inh: -1.6; Kir21 block: -1; KCNQ2 block: inactive

Results for COc1cc(NC(=O)Cc2nn(C)c(=O)c3ccccc23)cc(OC)c1 ?
STK33 kinase inh: -0.2; Kir21 block: 0; KCNQ2 block: inactive

What do the screens show for `O=C(Nc1cccc(-n2cnnn2)c1)c1cc2ccccc2o1`?
STK33 kinase inh: -0.8; Kir21 block: 0.07; KCNQ2 block: inactive

Results for Cc1nonc1CN(C)C(=O)c1cc(COc2ccc(F)cc2Cl)on1 ?
STK33 kinase inh: -1.6; Kir21 block: 1.3; KCNQ2 block: inactive

How did C=CCn1c(CCCOc2ccc(Cl)cc2Cl)n[nH]c1=S do in these assays?
STK33 kinase inh: -0.5; Kir21 block: -0.02; KCNQ2 block: inactive

What do the screens show for `COC(=O)c1ccc(CSc2nc(C)nc3c2c(=O)n(C)c(=O)n3C)o1`?
STK33 kinase inh: -2.3; Kir21 block: 1.5; KCNQ2 block: inactive

How did CN(C(=O)CCc1ccccc1F)C1CCCN(Cc2ccccc2F)C1 (stereo not given) do in these assays?
STK33 kinase inh: -0.3; Kir21 block: -0.83; KCNQ2 block: inactive

How did CC(C)NC(=O)c1ccc2c(=O)n(Cc3ccco3)c(=S)[nH]c2c1 do in these assays?
STK33 kinase inh: -0.6; Kir21 block: -0.69; KCNQ2 block: inactive

Results for O=C(CSc1nnc(-c2ccc(O)cc2)n1Cc1ccco1)N1CCc2ccccc2C1 ?
STK33 kinase inh: 0.2; Kir21 block: 0.39; KCNQ2 block: inactive

What do the screens show for `O=C(NCCCN1CCN(Cc2ccccc2)CC1)C1CCN(S(=O)(=O)N2CCCC2)CC1`?
STK33 kinase inh: -0.1; Kir21 block: -0.03; KCNQ2 block: inactive

Results for Cc1ccccc1OCCCCCCN1CCNCC1 ?
STK33 kinase inh: 0.0; Kir21 block: 0.17; KCNQ2 block: inactive

What do the screens show for `CC(NC(=O)c1cccc(OC2CCN(C3CCN(C)CC3)CC2)c1)c1ccccc1` (stereo not given)?
STK33 kinase inh: 0.1; Kir21 block: -1.5; KCNQ2 block: inactive

What do the screens show for `COc1cc(OC)c(S(=O)(=O)Nc2ccccc2N2CCOCC2)cc1NC(C)=O`?
STK33 kinase inh: 0.5; Kir21 block: -0.35; KCNQ2 block: inactive

What do the screens show for `COc1ccccc1C(=O)NC(CCSC)C(=O)NCC(c1cccs1)N1CCOCC1` (stereo not given)?
STK33 kinase inh: -2.2; Kir21 block: -1.4; KCNQ2 block: inactive

Results for CCCCNC(=O)C1CCN(S(=O)(=O)c2ccc3c(c2)CC(C)N3C(=O)C2CC2)CC1 (stereo not given) ?
STK33 kinase inh: 0.5; Kir21 block: -0.22; KCNQ2 block: inactive

How did CCOC(=O)CSc1nc(=O)n2cccc(C)c2n1 do in these assays?
STK33 kinase inh: -0.2; Kir21 block: -2.2; KCNQ2 block: inactive

Results for CC12CCC(C(=O)N3CCCCCC3)(OC1=O)C2(C)C (stereo not given) ?
STK33 kinase inh: -0.6; Kir21 block: 0.86; KCNQ2 block: inactive

Results for CCN(CC)CCCN(C(=O)c1cccc(C)c1)c1nc(-c2ccc(OC)cc2)cs1 ?
STK33 kinase inh: -0.1; Kir21 block: 0.1; KCNQ2 block: inactive

How did CC1=C(C#N)S(=O)(=O)C(C#N)C(c2ccccc2)C1 (stereo not given) do in these assays?
STK33 kinase inh: -1.2; Kir21 block: -1.4; KCNQ2 block: inactive

What do the screens show for `CCCCCC(=O)Nc1cccc(C2=NOC3(C2)C[C@H](C(N)=O)N(C(=O)CC#N)C3)c1` (stereo not given in full)?
Kir21 block: 0.27; KCNQ2 block: inactive

What do the screens show for `CCN1CCc2c(sc(NC(=O)c3ccc(S(=O)(=O)N(CC)c4ccccc4)cc3)c2C(N)=O)C1`?
STK33 kinase inh: -1.6; Kir21 block: -1; KCNQ2 block: inactive

Results for CCOC(=O)Cc1csc(CC(N)=O)n1 ?
STK33 kinase inh: -1.6; Kir21 block: -0.23; KCNQ2 block: inactive

Results for Nc1ccc(CCC(=O)N2CCCC2)cc1 ?
STK33 kinase inh: -3.1; Kir21 block: -0.26; KCNQ2 block: inactive

Results for CCOC(CNc1cc(C)nc2c(-c3ccccc3OC)c(C)nn12)OCC ?
STK33 kinase inh: -1.6; Kir21 block: 0.93; KCNQ2 block: inactive

What do the screens show for `COc1ccc(-n2cnnc2SCC(=O)Nc2ccc(N3CCOCC3)cc2)cc1`?
STK33 kinase inh: -2.5; Kir21 block: -0.11; KCNQ2 block: inactive

What do the screens show for `Cc1ccc(Nc2cnn(C34CC5CC(CC(CC(=O)O)(C5)C3)C4)c(=O)c2Cl)cc1`?
STK33 kinase inh: -1.9; Kir21 block: -0.28; KCNQ2 block: inactive

What do the screens show for `CCc1cccc(NS(=O)(=O)c2c(C)nc3scc(C)n3c2=O)c1`?
STK33 kinase inh: -0.8; Kir21 block: -0.16; KCNQ2 block: inactive

Results for CCCNC(=O)CCn1nc(-c2ccc(Cl)cc2)c2ccccc2c1=O ?
STK33 kinase inh: 2.0; Kir21 block: 0.67; KCNQ2 block: inactive

What do the screens show for `COc1cccc2c(=O)c(C(=O)NCc3cccs3)c[nH]c12`?
STK33 kinase inh: 2.2; Kir21 block: 0.29; KCNQ2 block: inactive

Results for O=C(O)c1cccc(-c2nc3ccccc3[nH]2)c1 ?
STK33 kinase inh: -0.2; Kir21 block: -1.6; KCNQ2 block: inactive

How did CC(=O)Nc1ccc(N=NC2C(=O)N(C(N)=S)N=C2C)cc1 (stereo not given) do in these assays?
STK33 kinase inh: -1.0; Kir21 block: 0.48; KCNQ2 block: inactive

Results for O=C(c1ccc(CS(=O)(=O)c2ccccc2)o1)N1CCN(c2ccccc2)CC1 ?
STK33 kinase inh: 2.6; Kir21 block: -0.03; KCNQ2 block: inactive

Results for CCOC(=O)/C=c1\s/c(=C\c2ccc(C)cc2)c(=O)n1CC(=O)NCc1ccco1 ?
STK33 kinase inh: -0.5; Kir21 block: 0.48; KCNQ2 block: inactive

How did COc1ccc(Cc2nnc(SCC(=O)Nc3cc(Cl)ccc3OC)[nH]c2=O)cc1 do in these assays?
STK33 kinase inh: 3.4; Kir21 block: -1.6; KCNQ2 block: inactive

The last six compounds of the part above come first, to join the parts:
What do the screens show for `COc1cccc2c(=O)c(C(=O)NCc3cccs3)c[nH]c12`?
STK33 kinase inh: 2.2; Kir21 block: 0.29; KCNQ2 block: inactive

Results for O=C(O)c1cccc(-c2nc3ccccc3[nH]2)c1 ?
STK33 kinase inh: -0.2; Kir21 block: -1.6; KCNQ2 block: inactive

How did CC(=O)Nc1ccc(N=NC2C(=O)N(C(N)=S)N=C2C)cc1 (stereo not given) do in these assays?
STK33 kinase inh: -1.0; Kir21 block: 0.48; KCNQ2 block: inactive

Results for O=C(c1ccc(CS(=O)(=O)c2ccccc2)o1)N1CCN(c2ccccc2)CC1 ?
STK33 kinase inh: 2.6; Kir21 block: -0.03; KCNQ2 block: inactive

Results for CCOC(=O)/C=c1\s/c(=C\c2ccc(C)cc2)c(=O)n1CC(=O)NCc1ccco1 ?
STK33 kinase inh: -0.5; Kir21 block: 0.48; KCNQ2 block: inactive

How did COc1ccc(Cc2nnc(SCC(=O)Nc3cc(Cl)ccc3OC)[nH]c2=O)cc1 do in these assays?
STK33 kinase inh: 3.4; Kir21 block: -1.6; KCNQ2 block: inactive

What do the screens show for `Cc1c(CC(=O)NCC(=O)O)c(=O)oc2cc3oc4c(c3cc12)CCCC4`?
STK33 kinase inh: 0.0; Kir21 block: -0.1; KCNQ2 block: inactive

What do the screens show for `Cc1ccc(N2CCN(CCCN3C(=O)C4CCCN4C3=O)CC2)cc1` (stereo not given)?
STK33 kinase inh: -0.2; Kir21 block: -0.36; KCNQ2 block: inactive

How did O=C(NCc1ccccn1)c1c(O)c2cccc3c2n(c1=O)CC3 do in these assays?
STK33 kinase inh: 0.9; Kir21 block: -1.9; KCNQ2 block: inactive

Results for CCOC(=O)C1CCN(C(=O)C2CCN(S(=O)(=O)c3ccc4ccccc4c3)CC2)CC1 ?
STK33 kinase inh: -2.8; Kir21 block: 0.89; KCNQ2 block: inactive

How did Cc1ccc(S(=O)(=O)c2nc(-c3ccccc3Cl)oc2NCCCN2CCOCC2)cc1 do in these assays?
STK33 kinase inh: -5.6; Kir21 block: -2.6; KCNQ2 block: inactive

What do the screens show for `CCOC(=O)CSc1nnc(CNC(=O)c2ccc(OC)cc2OC)n1C`?
STK33 kinase inh: -0.7; Kir21 block: 1.7; KCNQ2 block: inactive

How did COc1ccc(C)cc1S(=O)(=O)N(CC(=O)N1CCOCC1)Cc1ccccc1 do in these assays?
STK33 kinase inh: 0.0; Kir21 block: 0.57; KCNQ2 block: inactive

What do the screens show for `CCOC(=O)C1(Cc2cccc(F)c2)CCN(CC(O)CO)CC1` (stereo not given)?
STK33 kinase inh: -0.9; Kir21 block: -0.89; KCNQ2 block: inactive

Results for COc1ccc(-c2nnc(SCC#CCO)o2)cc1OC ?
STK33 kinase inh: 0.5; Kir21 block: -1; KCNQ2 block: inactive

How did COc1cc(/C=C(\C#N)C(N)=O)ccc1OCc1c(C)no[n+]1[O-] do in these assays?
STK33 kinase inh: 3.2; Kir21 block: -0.34; KCNQ2 block: inactive

Results for COc1cc(/C=N/Nc2nc(N3CCCCC3)nc(N3CCCCC3)n2)ccc1OC(=O)c1ccco1 ?
STK33 kinase inh: -0.9; Kir21 block: -0.81; KCNQ2 block: inactive

Results for COc1ccccc1C(=O)NCCC(=O)N1CCCC(C)C1 (stereo not given) ?
STK33 kinase inh: -0.1; Kir21 block: -0.12; KCNQ2 block: inactive

What do the screens show for `O=C(O)COCc1nc2ccccc2s1`?
STK33 kinase inh: -0.2; Kir21 block: -1; KCNQ2 block: inactive

What do the screens show for `O=c1cc(C(F)(F)F)nc(SCc2cccc3ccccc23)[nH]1`?
STK33 kinase inh: -0.9; Kir21 block: -3.1; KCNQ2 block: inactive

Results for Cc1nc2c(C(=O)NCCC(C)C)c[nH]n2c(=O)c1Cc1ccccc1F ?
STK33 kinase inh: -1.2; Kir21 block: 2.6; KCNQ2 block: inactive

Results for c1cnc(-c2nnc3n2CCCCC3)cn1 ?
STK33 kinase inh: 0.9; Kir21 block: 1.8; KCNQ2 block: inactive

How did COc1cccc(NCc2ccc([N+](=O)[O-])s2)c1 do in these assays?
STK33 kinase inh: -0.3; Kir21 block: -0.89; KCNQ2 block: inactive

How did Cc1cc(Cl)c2oc(C(=O)N(C)C3CCOC3)c(C)c2c1 (stereo not given) do in these assays?
STK33 kinase inh: 1.6; Kir21 block: -1.1; KCNQ2 block: inactive

What do the screens show for `O=C1CCCc2oc3ccc(NS(=O)(=O)c4cccc5cccnc45)cc3c21`?
STK33 kinase inh: 0.2; Kir21 block: -0.46; KCNQ2 block: inactive

How did O=C1Nc2c(Br)cc(Br)c3cccc1c23 do in these assays?
STK33 kinase inh: -0.4; Kir21 block: 1.2; KCNQ2 block: inactive

What do the screens show for `COc1ccc(N2CCN(S(=O)(=O)c3ccc(-c4cnc(C5CC5)o4)cc3)CC2)cc1`?
STK33 kinase inh: -1.3; Kir21 block: -2; KCNQ2 block: inactive

How did OC(COc1ccc(Br)cc1)CN1CCCC1 (stereo not given) do in these assays?
STK33 kinase inh: -1.2; Kir21 block: -0.51; KCNQ2 block: inactive
